CHX counter: Cycloheximide Counterscreen for Small Molecule Inhibitors of Shiga Toxin; cell reporter, cycloheximide protein synthesis inhibition counterscreen; max response, %; 12% of 300,000 active; in the data active means max response mostly above about 13%, no sharp cut-off; inactive means mostly below about 14%; further: read at 38.3 µM for the half of the compounds with a filed dose; 0% is about no effect
Pf growth 48h: Primary qHTS for delayed death inhibitors of the malarial parasite plastid, 48 hour incubation; P. falciparum luciferase growth in erythrocytes, 48 h; Potency, µM (series often up to 28.7 µM), for the others: at the top dose activity change, negative = inhibition, most hits filed as inhibitors; 5.9% of 310,000 active; AID 504832, 2011; further: potency means the concentration at half of the fitted maximal effect; on the % scale 0 is the no-effect control and ±100 the full control effect
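Luminescence readout; reporter = integrated firefly luciferase in P. falciparum. RBC culture at 2% hematocrit, 0.1% parasitemia final, 37 C/5% CO2; decreased signal taken as growth inhibition.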
Shiga toxin inh: A qHTS for Small Molecule Inhibitors of Shiga Toxin | 9.2% of 290,000 active | Vero cells, Shiga toxin protein synthesis inhibition reporter | inhibition, % at 38.7 µM | AID 2315, 2010; in the data active means inhibition mostly above about 28%, no sharp cut-off; inactive means mostly below about 43%; further: 0% is about no effect
Pf growth 96h: Primary qHTS for delayed death inhibitors of the malarial parasite plastid, 96 hour incubation. AID 504834, 2011. P. falciparum luciferase reporter growth, 96 h. Potency, µM (titrated, usually from 28.7 µM), for the others: at the highest dose activity change, negative = inhibition, usual class: inhibitors. 6.9% of 320,000 active; further: potency means the concentration at half of the fitted maximal effect; on the % scale 0 is the no-effect control and ±100 the full control effect
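Luminescence readout: decreased luciferase signal marks inhibited growth of reporter-expressing P. falciparum in infected red cells (2% hematocrit, 0.05% parasitemia final), exposed to compound two generations (96 h, 37 C, 5% CO2).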
HCV inh: qHTS Assay for Inhibitors of Hepatitis C Virus (HCV); Potency, µM (series often up to 41.8 µM), inactives show top-dose activity change, negative = inhibition, most hits filed as inhibitors; 3.4% of 340,000 active; Huh7.5.1 HCVcc-Cre infection, luciferase reporter, 44 h; further: potency means the concentration at half of the fitted maximal effect; on the % scale 0 is the no-effect control and ±100 the full control effect
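Antiviral activity was scored by luciferase reporter output from cells infected with HCVcc-Cre (~0.5 moi) in presence of compound, 44 h infection period, cells seeded 1,000/well 4 h prior.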
LmPK inhibitor: qHTS Assay for Inhibitors of Leishmania Mexicana Pyruvate Kinase (LmPK); purified LmPK, Kinase-Glo ATP luminescence, 1 h; Potency, µM (series often up to 57.5 µM), without a hit: at the highest dose activity change, negative = inhibition, hits mostly inhibitors; 0.37% of 290,000 active; AID 1721, 2009; further: potency means the concentration at half of the fitted maximal effect; on the % scale 0 is the no-effect control and ±100 the full control effect
Target sequence (Q27686 whole entry, looked up): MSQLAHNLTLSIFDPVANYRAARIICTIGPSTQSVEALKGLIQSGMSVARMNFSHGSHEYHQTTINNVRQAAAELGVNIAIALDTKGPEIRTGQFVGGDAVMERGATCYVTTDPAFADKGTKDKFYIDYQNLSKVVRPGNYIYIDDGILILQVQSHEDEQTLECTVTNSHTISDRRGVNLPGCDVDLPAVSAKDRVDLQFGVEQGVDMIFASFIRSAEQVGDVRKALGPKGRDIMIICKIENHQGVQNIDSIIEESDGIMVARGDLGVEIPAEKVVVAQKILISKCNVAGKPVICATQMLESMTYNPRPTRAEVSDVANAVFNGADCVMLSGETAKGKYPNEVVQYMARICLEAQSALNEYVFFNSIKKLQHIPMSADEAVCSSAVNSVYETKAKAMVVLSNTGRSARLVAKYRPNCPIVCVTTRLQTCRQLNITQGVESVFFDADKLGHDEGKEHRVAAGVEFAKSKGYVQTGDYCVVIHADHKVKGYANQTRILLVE
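Pyruvate kinase activity monitored as ATP production (luciferase luminescence). Conditions: 0.1 nM enzyme, 0.5 mM PEP, 0.1 mM ADP, 1 h, RT; normalized against uninhibited and no-enzyme wells.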
Tb PYK inh: qHTS of Trypanosoma Brucei Inhibitors; pyruvate kinase (Trypanosoma brucei), Q57TT1; TbPYK enzyme, Kinase-Glo Plus ATP luminescence, 45 min; Potency, µM (doses to about 76.8 µM), for the others: top-dose activity, negative = inhibition, usual class: inhibitors; 0.12% of 410,000 active; further: potency means the concentration at half of the fitted maximal effect; on the % scale 0 is the no-effect control and ±100 the full control effect; nearly all actives have a fitted effect of over 50% in size
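In this concentration-response screen, enzyme-free wells defined baseline while DMSO plates tracked drift. Each reaction combined TbPYK, substrate, compound and 130 uM ADP for 45 min at room temperature. Kinase-Glo Plus luminescence gave the signal.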
An asterisk follows results filed as active; ? = inconclusive; . = not tested or not shown; [ ] = remark or other dose. Unless noted, the call rests on the fitted dose curve; in most records, active means well fitted curve in the direction sought with a large enough effect; inconclusive means small, poorly fitted or top-dose-only effect, or another doubt; inactive means no such curve, though single readings can be large; an effect the other way counts as inactive or inconclusive.

The line under a structure holds: CHX counter, Pf growth 48h, Shiga toxin inh, Pf growth 96h, HCV inh, LmPK inhibitor, Tb PYK inh
Clc1ccc(/C=C/c2ncc[nH]2)c(Cl)c1
 : 46*, ?, 65*, ?, -7%, -4%, -8%
CCNC(=S)NNC(=O)c1cc(-c2ccccc2C)nc2ccccc12
 : 2, ?, 19, ?, 8%, 1%, -3%
Nc1ccc2nc(-c3cc(Cl)c(N)c(Cl)c3)[nH]c2c1
 : 36*, 2.9µM*, 64*, ?, 11µM*, 16µM*, -4%
Cc1ccc(-c2nnn(CC(=O)N(c3cccc(O)c3)C(C(=O)NC(C)(C)C)c3cccs3)n2)o1 (stereo unspecified)
 : -1, -12%, -9, ?, 3%, 6%, -6%
Nc1cccc(Cl)c1N1CCOCC1
 : -2, 21%, -13, 27%, 12%, -2%, -3%
COc1cc(/C=N/NC(=O)c2c(-c3ccccc3)noc2C)ccc1O
 : -3, 5%, -5, 3%, -1%, -2%, -4%
O=C(CSc1cccc[n+]1[O-])N1CCCCCC1
 : 1, -4%, -15, 22%, 1%, -4%, -4%
CN(C)C(=O)Oc1ccc2nnc3ccnn3c2c1
 : -2, ., -4, -17%, 31%[activator], -3%, -6%
CCOC(=O)c1c(S(=O)(=O)N2CCN(C)CC2)c(C)n(C)c1C
 : -2, 12%, -14, ?, 7%, 2%, 9%
CN(c1ccc(OCC(=O)NCc2cccnc2)cc1)S(=O)(=O)c1ccc(Cl)cc1
 : -1, -40%, -14, -3%, 6%, 9%, 5%
COc1cc(CN(CC2CCCO2)C(=O)c2cccs2)cc(OC)c1OC (stereo unspecified)
 : -1, -2%, 9, 1%, 7%, 5%, -3%
CCC(=O)Nc1ccc(S(=O)(=O)N2CCOCC2)cc1
 : -4, ., -10, 21%, 18%, 5%, -9%
Cc1ccc(-c2cc(-c3ccccc3)nc(N(C)N)n2)cc1
 : -4, ?, -7, 5%, ?, -1%, 0%
Cc1nc2c(C)cccc2c2c1CCS2
 : 1, 11%, -6, 17%, -23%, 0%, 2%
N#Cc1c2c(c(-n3cnc4ccccc43)n3c1nc1ccccc13)CCC2
 : -3, ?, 2, ., -9%, -5%, 15%
Cc1ccc(SCC(=O)NC(=O)NCCC(C)C)c(C)c1
 : 1, 0%, -8, 5%, -21%, 1%, 0%
COc1cc(C=O)c(Br)cc1OCc1ccc(C)cc1
 : 47*, 58%[activator], 87*, 129%[activator], -21%, 5%, 1%
Cc1cnc(C(=O)Oc2c(C)ccc(C)c2C)cn1
 : -2, 17%, 23, -57%, 2%, 3%, -7%
Cc1ccc(Nc2nc(Cl)c(C=O)s2)cc1
 : 46*, 2%, 40*, 23%, -19%, -1%, 1%
Cc1ccc(S(=O)(=O)N2CCN(C(=O)Cn3nc(C)c([N+](=O)[O-])c3C)CC2)cc1
 : ., -10%, ., -18%, -19%, ., 5%
O=C(NCc1cn2ccccc2n1)c1ccc2c(c1)OCO2
 : -2, ., -17, -15%, 5%, 5%, 9%
COc1cc(NC(=O)C2CCC(=O)N2S(=O)(=O)c2ccc(C)cc2)cc(OC)c1 (stereo unspecified)
 : -1, ?, -5, 4%, 23%, 4%, 2%
Cc1ccc(SCc2cc(=O)[nH]c(Nc3nc(C)c4ccccc4n3)n2)cc1
 : -7, -13%, -7, -36%, ?, 0%, 0%
Cc1ccc(NC(=O)COC(=O)CN2C(=O)c3ccccc3C2=O)cc1S(=O)(=O)N(C)C
 : -9, 7%, 11, -2%, 5%, -9%[11.5 µM], 1%
C[C@H]1CCC(=O)N([C@H](CC#N)Cc2ccccc2)CC1
 : -1, 37%[activator], -7, -8%, 3%, 0%, 2%
Cc1ccc(N(CC(=O)NCc2ccccc2Cl)S(=O)(=O)c2c(C)noc2C)cc1
 : -3, ?, 5, ?, 11%, 9%, 0%
CCc1ccc(-n2c(O)c(/C=N/N3CCCCC3c3cccnc3)c(=O)[nH]c2=O)cc1 (stereo unspecified)
 : -8, -18%, -18, ?, -5%, 2%, 0%
O=C(N/N=C/c1c(O)n(C2CC2)c(=S)[nH]c1=O)c1ccccc1
 : 38*, 26%, 85*, 49%[activator], 4%, 6%, 0%
COc1ccc(-c2ccc(-c3nnc(-c4cc(OC)ccc4OC)o3)cc2)cc1
 : -3, 10%, -5, -19%, -20%, 0%, 9%
O=C(Nc1ncccc1O)c1ccc(S(=O)(=O)Nc2ccccc2)cc1
 : ., 0.83µM*, ., ?, 25%, ., 1%
CCc1ccc(NC(=O)Cc2c(C(=O)O)n(C)c3ccccc23)cc1
 : 10, 27%, -5, 109%[activator], -6%, 4%, -12%
CC(C)N(C(=O)CSc1nnc(NC(=O)C2CCC2)s1)C(C)C
 : 5, 6.6µM*, -11, ?, 1%, -7%, -4%
COc1ccc(NC(=O)CN(C)C(=O)c2cc(-c3ccc(OC)cc3)nc3ccccc23)cc1
 : ., 9.3µM*, ., ?, ?, ., 1%
CCN(CC)CCCNc1nc2ccccc2c2nc(-c3ccncc3)nn12
 : -3, 6.6µM*, -6, 4.1µM*, ?, 2%, -11%
N/C(=N\OC(=O)CCCOc1ccccc1)c1cccc(Br)c1
 : -3, -11%, -1, 44%, 5%, 0%, 0%
CC1(C)C(=O)CC[C@]2(C)C3C(=O)C=C4[C@H]5C[C@@](C)(C(=O)O)CC[C@]5(C)CC[C@]4(C)[C@]3(C)CC[C@@H]12 (stereo partly specified)
 : -4, 33%[activator], -5, 32%[activator], 18%, 14%, 0%
CCOc1ccc(N2CC(C(=O)Nc3ncccc3C)CC2=O)cc1 (stereo unspecified)
 : -3, 10%, -7, 3%, 10%, 4%, 2%
O=S(=O)(c1cccc(-c2nc3ccccc3s2)c1)N1CCOCC1
 : 14, ., 2, ?, -27%, 1%, 0%
O=C(NC(=S)NCCc1ccccc1)c1ccccc1
 : 18*, 32%[activator], 45*, 18%, 5%, 2%, 2%
COCc1cc(C)n(CC(=O)Nc2ccc3c(c2)OCO3)c(=O)c1C#N
 : 3, 20%, 10, 32%[activator], 13%, -3%, 6%

A different layout for 10 compounds above:
compound	CHX counter	Pf growth 48h	Shiga toxin inh	Pf growth 96h	HCV inh	LmPK inhibitor	Tb PYK inh
Cc1ccc(N(CC(=O)NCc2ccccc2Cl)S(=O)(=O)c2c(C)noc2C)cc1	-3	?	5	?	11%	9%	0%
CCc1ccc(-n2c(O)c(/C=N/N3CCCCC3c3cccnc3)c(=O)[nH]c2=O)cc1 (stereo unspecified)	-8	-18%	-18	?	-5%	2%	0%
O=C(N/N=C/c1c(O)n(C2CC2)c(=S)[nH]c1=O)c1ccccc1	38*	26%	85*	49%[activator]	4%	6%	0%
COc1ccc(-c2ccc(-c3nnc(-c4cc(OC)ccc4OC)o3)cc2)cc1	-3	10%	-5	-19%	-20%	0%	9%
O=C(Nc1ncccc1O)c1ccc(S(=O)(=O)Nc2ccccc2)cc1	.	0.83µM*	.	?	25%	.	1%
CCc1ccc(NC(=O)Cc2c(C(=O)O)n(C)c3ccccc23)cc1	10	27%	-5	109%[activator]	-6%	4%	-12%
CC(C)N(C(=O)CSc1nnc(NC(=O)C2CCC2)s1)C(C)C	5	6.6µM*	-11	?	1%	-7%	-4%
COc1ccc(NC(=O)CN(C)C(=O)c2cc(-c3ccc(OC)cc3)nc3ccccc23)cc1	.	9.3µM*	.	?	?	.	1%
CCN(CC)CCCNc1nc2ccccc2c2nc(-c3ccncc3)nn12	-3	6.6µM*	-6	4.1µM*	?	2%	-11%
N/C(=N\OC(=O)CCCOc1ccccc1)c1cccc(Br)c1	-3	-11%	-1	44%	5%	0%	0%

Next section.
The line under a structure holds: CHX counter, Pf growth 48h, Shiga toxin inh, Pf growth 96h, HCV inh, LmPK inhibitor, Tb PYK inh
COc1ccc([C@H]2CC(=O)C=C(c3ccc(Cl)c(Cl)c3)C2)cc1
 : ., -4%, ., 52%[activator], -1%, ., -1%
Cc1cccc(S(=O)(=O)CC(=O)Nc2nc(-c3ccccc3)cs2)c1
 : -5, ., -4, -14%, -23%, 1%, 5%
Cc1ccc2[nH]c(=O)c(CN(Cc3cccnc3)Cc3nnnn3CC3CCCO3)cc2c1 (stereo unspecified)
 : -2, ?, 4, ?, 11%, -3%, -1%
NC1=NC(c2cccnc2)n2c(nc3ccccc32)N1 (stereo unspecified)
 : 4, 0%, -1, 31%[activator], -15%, 2%, -1%
O=C(NCCCn1ccnc1)c1cc(S(=O)(=O)N2CCOCC2)c(Cl)cc1Cl
 : -5, 8%, -21, -8%, 13%, 0%, -7%
N#Cc1ccccc1NC(=O)c1ccc2c(Cl)c3c(nc2c1)CCCC3
 : 53*, ?, 91*, 4%, ?, 4%, 2%
CCCCc1nc2ccccc2c(=O)n1NC(=O)c1c(O)c2cccc3c2n(c1=O)CC3
 : -8, -18%, 28, 428%[activator], -10%, 8%, 1%
CCC(=O)N1CCc2cc(Br)cc(S(=O)(=O)NCC3CCCN3CC)c21 (stereo unspecified)
 : 1, -2%, 20, 15%, ?, 1%, 1%
O=C(N/N=C/c1ccccc1)c1n[nH]c2c1CCCC2
 : 27*, 255%[activator], 76*, 22%, ?, -9%, 2%
COc1ccc(CCNc2nc(C)nc3c2nnn3Cc2ccccc2)cc1
 : 2, 3%, -5, -17%, -2%, 3%, -1%
CC(C)Cc1nnc(NC(=O)C2=COCCO2)s1
 : ., 267%[activator], ., 268%[activator], 9%, ., -16%
Cc1c(NC(=O)COC(=O)c2cc3c4ccccc4n(C)c3s2)c(=O)n(-c2ccccc2)n1C
 : 2, -25%, -15, 11%, -16%, 7%, -10%
C[C@@H]1C(=O)O[C@@H]2[C@H](O)C34[C@H]5C[C@@H](C(C)(C)C)C36[C@H](OC(=O)[C@@H]6O)OC4(C(=O)O5)[C@@]12O (stereo partly specified)
 : -2, 15%, -11, ?, 7%, 4%, 0%
CCN(CC(=O)NCc1cccs1)CC(=O)Nc1ccccc1C
 : ., 6%, ., ?, 10%, ., 0%
CC(C)(C)OC(=O)N1CCC(c2c(C(=O)NCC3CCN(C4CCCC4)C3)cnn2-c2ccc(F)cc2)CC1 (stereo unspecified)
 : 1, 2.6µM*, -13, -10%, -15%, 2%, -2%
Cc1cc(-n2c(C)cc(C(=O)CN3C(=O)NC4(CCCC4)C3=O)c2C)no1
 : 27*, ?, 23, 7%, 2%, 0%, 0%
O=C(O)C1CCCCC1C(=O)NC1C2CC3CC(C2)CC1C3 (stereo unspecified)
 : -1, -5%, 11, 359%[activator], -10%, -1%, 2%
Cc1cccc(CS(=O)(=O)Cc2ccc(C(=O)NCCCN3CCCC3)o2)c1
 : -1, ., -16, ?, -7%, 5%, -15%
O=C(/C(=C(\[O-])c1ccccc1)[n+]1ccc2ccccc2c1)c1ccc(Cl)cc1
 : 28, ?, 68*, ?, 5%, 1%, 5%
O=C(Nc1ccccc1-c1nc2ccccc2s1)C1=COCCO1
 : -3, 4%, -8, 115%[activator], ?, 6%, -10%
CC(C)c1ccccc1NC(=O)COC(=O)c1c2c(nc3ccccc13)CCN(Cc1ccccc1)C2
 : -4, 8.3µM*, -25, 13µM*, ?, -3%, -12%

Source: PubChem (National Center for Advancing Translational Sciences (NCATS))

Compounds were not picked by outcome; any-hit rate near 24%.
